# Source: PubChem (Vanderbilt University)
# GIRK2 act – Activates human GIRK2-containing potassium channels; P48051; HEK293 GIRK2/NPY4 cells, thallium flux fluorescence; activation (% efficacy), % for hits at 37.5 µM; 34,000 tested, under 10 active; AID 1259324;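 active = primary screen hit, no activity in plain HEK293 cells, and in GIRK2-only cells above 5% efficacy rising with concentration; inactive = the rest, including fluorescent compounds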;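 note: efficacy is normalized control-subtracted fluorescence 15 s after thallium addition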
# Target sequence (P48051 whole entry, looked up): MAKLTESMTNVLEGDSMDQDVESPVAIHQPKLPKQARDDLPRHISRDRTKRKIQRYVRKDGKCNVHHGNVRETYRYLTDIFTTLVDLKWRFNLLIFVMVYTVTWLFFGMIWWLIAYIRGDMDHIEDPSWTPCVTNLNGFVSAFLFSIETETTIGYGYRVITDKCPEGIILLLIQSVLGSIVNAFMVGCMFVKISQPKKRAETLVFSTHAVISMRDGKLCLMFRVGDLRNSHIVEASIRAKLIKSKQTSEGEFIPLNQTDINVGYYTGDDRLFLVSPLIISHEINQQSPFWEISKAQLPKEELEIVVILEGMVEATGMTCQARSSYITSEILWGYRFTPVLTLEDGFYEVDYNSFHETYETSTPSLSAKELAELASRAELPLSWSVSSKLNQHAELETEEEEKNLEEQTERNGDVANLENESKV
# The depositor's hits bear a star; i = inactive; [ ] = remark or other dose. Not all compounds are listed, so the mix of outcomes need not match the whole.
structure	GIRK2 act
COc1ccc(Br)c(C(=O)NCC2CCN(C(=O)/C=C/c3ccco3)CC2)c1	i
COCCn1c(N)c(S(=O)(=O)c2ccc(Cl)cc2)c2nc3ccccc3nc21	i
CN(C)C(CNC(=O)C1(c2cccs2)CCCC1)c1ccccc1Cl (stereo not given)	i
CC(C)CNC(=O)C(=O)Nc1ccc(F)c([N+](=O)[O-])c1	i
CC(=O)Oc1ccc2c(OC(C)=O)coc2c1	i
Cc1nc2ccc(S(=O)(=O)N3CCN(c4ccc5nncn5n4)CC3)cc2s1	i
CC(C)C(=O)N1CCCc2ccc(NC(=O)NCCc3ccccc3)cc21	i
Cc1cc(C)c(OCC(O)Cn2cc(CO)c3ccccc32)c(C)c1 (stereo not given)	i
COC(=O)c1c(C)nc(C)c(C(=O)OC)c1-c1ccccc1[N+](=O)[O-]	i
COc1ccc(S(=O)(=O)N2CCC(C(=O)Nc3nc4ccccc4s3)CC2)cc1	i
Cn1nnnc1SCC(=O)N1CCN(CCn2ncccc2=O)CC1	i
CCn1nc(C(=O)Nc2nc3c(C(C)C)cccc3s2)cc1C	i
COc1ccc(C2(CNC(=O)C(=O)NCc3ccc(F)cc3)CCCC2)cc1	i
CN1CCC(CNS(=O)(=O)c2ccc3c(c2)CCCC3)CC1	i
CS(=O)(=O)c1ccc(Nc2nc(CC(=O)Nc3ccccc3C(N)=O)cs2)cc1	i
O=C(CSc1ccc(F)cc1)N1CCN(CCn2ccnc2)CC1	i
N#Cc1ccccc1NC(=O)CCCS(=O)(=O)c1ccccc1	i
CC1CCCN(S(=O)(=O)c2ccc(C(=O)Nc3ccc4scnc4c3)cc2)C1 (stereo not given)	i
O=C(Nc1nc(CC(=O)N2CCN(c3ncccn3)CC2)cs1)c1ccc(=O)[nH]c1	i
COc1ccc(Cl)cc1NC(=O)Nc1cc(N2CCCS2(=O)=O)ccc1C	i
CC(O)(CNS(=O)(=O)c1ccc(Br)cc1)C1CC1 (stereo not given)	i
CCOc1ccccc1C(=O)Nc1ccc(-c2cn3nc(OC)ccc3n2)cc1	i
O=C1CC(NC(=O)c2ccc(OC(F)(F)F)cc2)CN1 (stereo not given)	i
CCCc1cc(=O)n2[nH]cc(-c3ccccc3)c2n1	i
CCOC(=O)CCC(=O)N1CCN(CCNC(=O)c2ccsc2)CC1	i
COc1cccc2cc(C(=O)NCC(O)(c3ccccc3)C(F)(F)F)oc12 (stereo not given)	i
COC(=O)c1ccc(C(=O)NCC2CCN(S(C)(=O)=O)CC2)cc1	i
COc1ccc(-c2nnc(NC(=O)c3c(C)cnn3C)o2)cc1	i
COc1ccc(C)cc1NC(=O)NCCNC(=O)c1ccc(NC(=O)C2CCCC2)cc1	i
O=C(NCCn1ncc2c(N3CCCC3)ncnc21)C12CC3CC(CC(C3)C1)C2	i
O=C(Cn1cccn1)N1CCN(c2ccccn2)CC1	i
COc1ccccc1OCC(=O)Nn1cnc2c(cnn2C(C)(C)C)c1=O	i
Cc1cccn2c(=O)c3cc(C(=O)Nc4c(C)n(C)n(-c5ccccc5)c4=O)n(C)c3nc12	i
CON(C)C(=O)C1CCNCC1	i
O=C(Nc1ccc2c(c1)N(C(=O)c1ccccc1)CCC2)Nc1cccs1	i
Cc1nnc(NC(=O)Cn2nc(-c3ccc4c(c3)OCO4)ccc2=O)s1	i
COCCN1CCC(CNC(=O)Cc2ccc(S(=O)(=O)C(C)C)cc2)CC1	i
Cc1cc(NC(=O)CN2CCC(COCc3ccccc3)CC2)no1	i
CN(C)C(CNC(=O)C(=O)NCc1cccs1)c1cccs1 (stereo not given)	i
O=S(=O)(NCCOc1ccc(-c2ccc(F)cc2)nn1)c1ccccc1F	i
COc1ccc(CCNC(=O)NC2CCCC(O)C2)cc1 (stereo not given)	i
CCn1c(=O)c(C(=O)NCc2ccc(C)cc2)cc2cccnc21	i
COc1ccc(-c2ccc(N3CCC(C(=O)NCCc4ccc(S(N)(=O)=O)cc4)CC3)nn2)cc1	i
COCC(=O)NCC1CCN(S(=O)(=O)C2CC2)CC1	i
COc1ccccc1OCC(=O)NCC1CCN(C)CC1	i
O=C(NCCSCc1ccccc1)c1ccc(Cn2c(=O)[nH]c3ccccc3c2=O)cc1	i
Cc1cc(NC(C)C)n2ncc(-c3ccc(Cl)cc3)c2n1	i
Cc1c(Cl)ccc2sc(N3CCN(C(=O)c4ccn(C)n4)CC3)nc12	i
COc1ccc(-c2ccc(=O)n(CCCC(=O)NCc3cccs3)n2)cc1OC	i
COc1ccc(C(=O)CSc2ccnc3c2c(=O)n(C)c(=O)n3C)cc1	i

# The list goes on:
structure	GIRK2 act
COCCCN1COc2ccc3c(=O)c(-c4ccc(Cl)cc4)c(C)oc3c2C1	i
COc1cccc(CNC(=O)Cc2csc(Nc3cc(OC)ccc3OC)n2)c1	i
O=C(Cc1cc(-c2ccc3c(c2)OCO3)on1)NCc1cccs1	i
COc1ccccc1OCC(=O)Nn1cnc2c(cnn2-c2ccccc2)c1=O	i
CC(C)c1cc(=O)n(CC(=O)NCCc2c[nH]c3ccccc23)cn1	i
O=C(NCC1(c2cccs2)CCCC1)c1cccs1	i
O=S(=O)(c1ccc(Cl)c(Cl)c1)N1CCN(CCO)CC1	i
Cc1ccc(NC(=O)c2ccc(=O)n(CC(=O)Nc3cc(C(F)(F)F)cc(C(F)(F)F)c3)n2)cc1	i
COc1ccc(-c2cc(=O)n(CC(=O)Nc3ccc(F)c(Cl)c3)cn2)cc1	i
O=C(Nn1cnc2c(cnn2-c2ccccc2)c1=O)C1c2ccccc2Oc2ccccc21	i
Cc1ccc(N2CC(C(=O)N3CCN(c4nccn4C)CC3)CC2=O)cc1 (stereo not given)	i
CCCCS(=O)(=O)N1CCN(c2ccc(-n3nc(C)c(C)c3C)nn2)CC1	i
CS(=O)(=O)N1CCCc2ccc(NC(=O)C(=O)NCC3CCN(c4cnccn4)CC3)cc21	i
O=C(NCCCN1CCN(c2ccccc2)CC1)C(=O)Nc1ccon1	i
O=C1CSC(=O)N1C1CCCCC1NC(=O)C1(c2cccs2)CCCC1 (stereo not given)	i
COc1cccc(-n2nnnc2SCC(=O)Nc2ncc(Cc3ccccc3)s2)c1	i
FC(F)(F)c1ccc(OC2CCNCC2)nc1	i
Cc1cc(C)c2c(n1)nn1c(NCCOCCO)cc(C)nc21	i
CC(C)NCC(O)CON=C1c2ccccc2-c2ccccc21 (stereo not given)	i
O=C(CSc1nc(CC(=O)N2CCc3ccccc32)cs1)c1cccs1	i
COC(=O)c1ccc2c(=O)n(Cc3ccc(OC)c(OC)c3)c(=S)[nH]c2c1	i
O=C(NCC1CCN(C(=O)/C=C/c2ccco2)CC1)c1ccc2nsnc2c1	i
CCOC(=O)Cc1csc(NC(=O)Cc2c(C)nn(C3CCS(=O)(=O)C3)c2C)n1 (stereo not given)	i
CCN(C1CCCCC1)S(=O)(=O)c1ccc(C(=O)Nc2cccc([N+](=O)[O-])c2)cc1	i
CCc1nc2sc(C(c3ccc(C(F)(F)F)cc3)N3CCCC3)c(O)n2n1 (stereo not given)	i
CSCCC(C)(O)CNC(=O)c1ccccc1C(F)(F)F (stereo not given)	i
Cn1ccnc1N1CCN(C(=O)C(C)(C)Oc2ccc(Cl)cc2)CC1	i
CC(=O)c1ccc(NC(=O)CN2C(=O)CC(c3ccccc3)=Nc3ccccc32)cc1	i
CC(C)(C)C(=O)Nc1sc(SCC(=O)NC2CC2)nc1-c1ccccc1	i
CCNc1oc(-c2cccs2)nc1S(=O)(=O)c1ccccc1	i
Cc1cc(=O)[nH]c2cc(NC(=O)C3COc4ccccc4O3)ccc12 (stereo not given)	i
O=C(CS(=O)(=O)c1ccc(Cl)s1)Nc1ccc2c(c1)OCCO2	i
O=C(NCCOc1ccc2c(c1)OCO2)C1c2ccccc2Oc2ccccc21	i
COc1ccc(CCNC(=O)NCCc2csc(-c3ccc(Cl)cc3)n2)cc1	i
Cc1cc(C)n(CC2CCN(C(=O)CC(c3ccccc3)c3ccccc3)CC2)n1	i
O=C(NCc1ccccc1Cl)c1cc(-c2cccs2)n(C2CCS(=O)(=O)C2)n1 (stereo not given)	i
CCOC(=O)c1sc(NC(=O)C2CCN(S(C)(=O)=O)CC2)nc1C	i
O=C(Cc1ccc(F)cc1)NCC(O)(c1cccs1)C1CC1 (stereo not given)	i
O=C(Nc1ccc(CC(=O)N2CCCC2)cc1)c1cccc(F)c1	i
Cc1ccc(-c2nnc(NC(=O)c3ccco3)o2)cc1C	i
O=C(c1cccs1)N1CCc2ccc(NS(=O)(=O)c3ccc(Cl)s3)cc21	i
Cc1ccc(F)cc1NC(=O)Cc1nnc(-c2ccsc2)o1	i
Cc1nn(C2CCS(=O)(=O)C2)c2nc(-c3cccs3)cc(C(=O)NCCC3=CCCCC3)c12 (stereo not given)	i
COc1ccc(NC(=O)C(=O)NCC(c2cccc3ccccc23)N2CCCC2)cc1 (stereo not given)	i
O=c1n(CCOc2ccccc2)nc2ccc(S(=O)(=O)N3CCOCC3)cn12	i
CC(=O)Nc1ccc(OCC(O)CN2CCN(CCO)CC2)cc1 (stereo not given)	i
C=CCc1ccccc1OCCn1c(C(C)NC(=O)c2ccco2)nc2ccccc21 (stereo not given)	i
COc1ccc(NC(=O)CS(=O)(=O)c2cccs2)cc1Cl	i
Cc1cccc(NC(=O)N2CCN(c3ccc(Nc4cccnc4)nn3)CC2)c1C	i
Cc1ccc(-n2ccnc2N2CCN(C(=O)Cc3ccccc3)CC2)cc1	i

# More compounds follow:
structure	GIRK2 act
COc1cc(OC)c(NC(=O)Cn2nc3c(cc2=O)CCCC3)cc1Cl	i
CCc1cccc(C)c1NC(=O)Cn1cc(-c2ccccc2C)c(N2CCOCC2)n1	i
O=C(Nc1onc2c1CCCC2)C1COCC(=O)N1Cc1ccccc1 (stereo not given)	i
O=C(NCC1COC2(CCCCC2)O1)c1cccs1 (stereo not given)	i
Nc1ccc(C(=O)Nc2ccc(Cl)cc2)cc1	i
O=C(NCCCN1CCOCC1)C(=O)NCc1ccccc1	i
CCOC(=O)c1ccc(S(=O)(=O)Nc2ccc3nc(C)n(-c4ccc(OC)cc4)c(=O)c3c2)cc1	i
Cc1cnn(C)c1C(=O)Nc1nnc(C2CCCCC2)o1	i
CNS(=O)(=O)CCCOc1ccc2c(c1)OCO2	i
O=c1[nH]c(SCc2nc(-c3cccc(Cl)c3)no2)nc2ccsc12	i
Cc1ccccc1NC(=O)NCCSc1ncc(-c2ccccc2)[nH]1	i
Cc1c(C(=O)NC2CCCCCC2)c(C(F)(F)F)nn1C1CCN(C)CC1	i
CCOc1ccc(NC(=O)Cn2c(-c3ccc(F)cc3)ncc(C#N)c2=O)cc1	i
O=C(NCCCS(=O)(=O)N1CCN(c2ccccc2)CC1)c1ccc([N+](=O)[O-])o1	i
COc1cccc(OCCCn2c(CNC(=O)c3ccco3)nc3ccccc32)c1	i
COc1cccc(C(=O)Nc2ccc(CC(=O)NCc3cccs3)cc2)c1OC	i
CCCc1c(C(=O)Nc2ccccc2F)nnn1-c1ccccc1	7.0%*[25 µM]
CCOc1ccc(Br)cc1S(=O)(=O)N1CCN(Cc2ccc3c(c2)OCO3)CC1	i
O=c1c(-c2ccc(Cl)cc2)coc2c3c(ccc12)OCN(CCCO)C3	i
O=C(c1cccc(Cl)c1)N1CCN(c2ccc(Nc3cccnc3)nn2)CC1	i
O=C(Nc1ccc(SCC(=O)N2CCN(c3ccccc3)CC2)nn1)c1ccco1	i
CS(=O)(=O)N1CCC(C(=O)Nc2nnc(-c3ccc4c(c3)OCCO4)o2)CC1	i
CS(=O)(=O)c1ccc(C(=O)Nc2nnc(CS(=O)(=O)c3ccccc3)o2)cc1	i
COc1ccc(-c2ccc(=O)n(CCNC(=O)Nc3cccs3)n2)cc1	i
COc1ccc(-c2nnc(SCC(=O)Nc3cccc(C)c3)n2N)cc1OC	i

# In the list so far, these contain a cyano group:
structure	GIRK2 act
N#Cc1ccccc1NC(=O)CCCS(=O)(=O)c1ccccc1	i
CCOc1ccc(NC(=O)Cn2c(-c3ccc(F)cc3)ncc(C#N)c2=O)cc1	i

# More structures:
structure	GIRK2 act
COc1ccc(Cl)c2sc(N(CCN(C)C)C(=O)c3cc(C)no3)nc12	i
CCn1c(=O)c2c(nc(-n3nc(C)cc3C)n2CCOC)n(C)c1=O	i
O=C(c1ccco1)N1CCc2ccc(NC(=O)C3(c4ccccc4)CCOCC3)cc2C1	i
CCn1nnc2c(SCC(=O)Nc3ccc(OC)cc3OC)ncnc21	i
COc1cccc(-c2cc(CC(=O)N3CCOCC3)no2)c1	i
CCc1ccc2nc(N(Cc3ccccn3)C(=O)c3cc(C)nn3CC)sc2c1	i
CCc1nc2sc(C(c3ccc(Cl)cc3)N3CCCC3)c(O)n2n1 (stereo not given)	i
O=C(CSc1ccc(-c2cccnc2)nn1)Nc1cc(Cl)cc(Cl)c1	i
COc1cc(C)c(C)cc1S(=O)(=O)N(Cc1cccn1C)C1CC1	i

# Given field by field: part of the list above
structure: COc1ccc(-c2ccc(=O)n(CCCC(=O)NCc3cccs3)n2)cc1OC
  GIRK2 act: i

structure: COc1ccc(C(=O)CSc2ccnc3c2c(=O)n(C)c(=O)n3C)cc1
  GIRK2 act: i

structure: COCCCN1COc2ccc3c(=O)c(-c4ccc(Cl)cc4)c(C)oc3c2C1
  GIRK2 act: i

structure: COc1cccc(CNC(=O)Cc2csc(Nc3cc(OC)ccc3OC)n2)c1
  GIRK2 act: i
